Screens: PubChem BioAssay, Broad Institute
RAD54 inh: inhibitors of human RAD54 branch migration. RAD54 Holliday junction branch migration, FAM/BHQ fluorescence. inhibition, % at 10.4 µM. actives 0.14% (n = 360,000). AID 602329;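 active = mean normalized replicate activity at least 40 and at least half of replicates scoring 40 or more; inconclusive = only one of the two criteria met; inactive = mean below 40 and under half of replicates reaching 40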;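 also: 0% = median of neutral control wells and 100% = median of positive control wells; inhibitors cause a drop in the FAM fluorescence signal; in these data hits start at about 50%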
Target sequence (Q92698 whole entry, looked up): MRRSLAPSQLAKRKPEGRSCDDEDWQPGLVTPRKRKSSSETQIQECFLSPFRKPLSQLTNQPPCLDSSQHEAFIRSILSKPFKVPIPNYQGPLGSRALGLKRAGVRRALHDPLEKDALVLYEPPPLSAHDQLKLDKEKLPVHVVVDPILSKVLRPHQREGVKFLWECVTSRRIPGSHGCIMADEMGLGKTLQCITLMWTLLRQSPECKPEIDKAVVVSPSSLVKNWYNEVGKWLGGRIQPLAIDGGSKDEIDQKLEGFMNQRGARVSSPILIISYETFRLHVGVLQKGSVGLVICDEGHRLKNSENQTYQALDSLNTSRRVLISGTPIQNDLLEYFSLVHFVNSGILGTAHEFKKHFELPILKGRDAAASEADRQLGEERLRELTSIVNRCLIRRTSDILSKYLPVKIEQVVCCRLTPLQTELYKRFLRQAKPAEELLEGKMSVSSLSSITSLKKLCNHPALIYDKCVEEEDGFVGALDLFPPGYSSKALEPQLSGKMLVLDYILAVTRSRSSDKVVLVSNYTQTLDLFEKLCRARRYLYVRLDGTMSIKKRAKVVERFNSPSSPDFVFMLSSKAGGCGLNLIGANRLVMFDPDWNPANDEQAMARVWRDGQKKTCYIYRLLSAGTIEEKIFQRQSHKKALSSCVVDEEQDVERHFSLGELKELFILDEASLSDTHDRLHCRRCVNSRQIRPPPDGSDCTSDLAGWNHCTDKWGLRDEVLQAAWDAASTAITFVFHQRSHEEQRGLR
F508del corr: correctors of CFTR F508del function in bronchial epithelial cells; CFBE cells, YFP halide quenching; stimulated with forskolin plus potentiator P3; % fluorescence drop versus neutral controls; activity (quench increase), % at 7.58 µM; actives 0.36% (n = 350,000);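 active = mean added fluorescence quench of at least 8% versus neutral control, with both replicates also reaching 8%; inconclusive = only one of the mean or replicate conditions met; inactive = mean below 8% and not both replicates reaching 8%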;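 also: cells transiently co-express mutant CFTR-F508del with the halide-sensitive YFP; corrector assay measuring rescue of mutant channel to the surface after 24 h compound exposure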
DENV2 CPE: DENV2-induced cell death inhibition; DENV2-infected cells, cytopathic effect rescue, plate reader; CPE inhibition, % at 9.99 µM; actives 1.7% (n = 350,000); AID 651640; in the data active = CPE inhibition above about 20%, passing the limit was not always enough; inconclusive = no clear call, values can overlap the other calls; tested in BHK-21 cells;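 also: 0% = median of neutral control wells and 100% = median of positive control wells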
E-sel inducer: induces E-selectin expression in human endothelial cells; HUVEC E-selectin immunofluorescence imaging; normalized: neutral wells 0, TNF-alpha wells 100; activation, % at 7.58 µM; actives 0.37% (n = 260,000);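 active = mean E-selectin-positive cell signal at least 10% of the positive control, reached in at least 60% of replicates, without over 20% cell loss; inconclusive = no rule given, readout overlaps actives, possibly toxicity-flagged; inactive = the rest, including those meeting only one limit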;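 also: in these data hits start at about 27%; measured in HUVEC primary endothelial cells; signal is the percent of cells scored E-selectin positive by PE staining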
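Material: HUVEC primary endothelial cells; Amount: 3,000 cells per well; Dosing: single concentration; Medium: EGM-2 growth medium on 0.1% gelatin-coated wells; Read-out basis: percent E-selectin-positive cells; Signal: immunofluorescence imaging; Control set: TNF-alpha, DMSO.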
XiGFP reactiv: activators of X-chromosome reactivation in mouse fibroblasts; XiGFP mouse fibroblasts, % GFP-positive cells imaging, 3 d; cells co-treated with 5-aza-dC sensitizer; scaled so ellipticine positive control = 100%; activation, % at 7.58 µM; actives 0.055% (n = 360,000); AID 743238;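 active = mean normalized replicate activation at least 10% and every replicate at or above 10%; inconclusive = only one of the two criteria met; inactive = mean below 10% and not all replicates reach 10%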;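 also: 0% = median of on-plate neutral control wells and 100% = ellipticine 6 µM median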
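System: XiGFP fibroblasts, SV40-immortalized. Medium: DMEM plus 5-aza-dC sensitizer. Doses: single point. Timing: 3 d treatment, 15 min room-temperature fixation. Control set: ellipticine 6 µM.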
Casp6 inh: inhibitors of human caspase-6. AID 686996. actives 0.53% (n = 350,000). inhibition, % at 12.5 µM. P55212. purified caspase-6, Z-VEID-R110 cleavage fluorescence;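 active = mean inhibition across replicates at least about 35%, with every replicate also reaching that limit, limit read from the data; inconclusive = only one of the two criteria met; inactive = neither criterion met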;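 also: 0% = median of neutral control wells and 100% = no fluorescence left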
Target sequence (P55212 24-179 limits assumed): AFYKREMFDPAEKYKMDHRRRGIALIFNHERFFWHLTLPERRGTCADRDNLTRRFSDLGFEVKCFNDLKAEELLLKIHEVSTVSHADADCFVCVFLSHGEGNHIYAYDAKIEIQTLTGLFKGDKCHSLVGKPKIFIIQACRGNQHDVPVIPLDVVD
Target sequence (P55212 194-293 limits assumed): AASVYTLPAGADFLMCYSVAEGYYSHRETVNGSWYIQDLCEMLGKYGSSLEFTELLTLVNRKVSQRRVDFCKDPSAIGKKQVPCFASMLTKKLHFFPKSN
RAD52 anneal inh: blocks human RAD52 DNA annealing; P43351; recombinant RAD52 DNA annealing, FRET fluorescence; actives 0.46% (n = 360,000); inhibition, % at 18.7 µM; AID 651710;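 active = every replicate showing at least 50% inhibition; inconclusive = mean inhibition at least 50% but not in every replicate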
GSIS activator: primary screen for activators of insulin secretion dependent on glucose, INS-1E cells, GLuc reporter luminescence | activation, % at 16.6 µM | INS-1E GLuc reporter insulin secretion, 2-3 h | actives 0.61% (n = 370,000);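 active = lowest replicate activation of at least 40%, so every replicate reaches that level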;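 also: 0% = median of neutral control wells and 100% = median of IBMX positive control wells; some compounds called inactive have numbers as strong as hits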
* hit, by the source's call; ? = inconclusive; . = not tested or not shown.

SMILES	RAD54 inh	F508del corr	DENV2 CPE	E-sel inducer	XiGFP reactiv	Casp6 inh	RAD52 anneal inh	GSIS activator
CN(C(=O)c1ccc(NC(=O)Cc2ccc(NC(=O)C3CCN(C(=O)C4CCC4)CC3)cc2)cc1)C1CC1	-5.6	4.9	-7.0	-0.8	0.1	.	-12.9	8.6
COC(=O)c1ccc(COC(=O)CNC(=O)c2ccc(OC)cc2)cc1	-9.5	-0.4	3.2	0.4	0.0	1.7	-7.0	-4.7
CC(=O)c1c(C)[nH]c(C(=O)NC(C)c2ccccc2)c1C (centres undefined)	8.3	1.5	-9.0	-0.2	0.5	1.1	-12.9	5.2
O=C(C[C@@H]1C[C@@H]2c3cc(NC(=O)NC4CCCC4)ccc3O[C@@H]2[C@H](CO)O1)NCC1CC1	-8.1	2.8	5.4	-0.3	0.1	1.2	-7.8	5.4
CC(O)(C#CCN1CCCCCC1)c1ccccc1 (centres undefined)	.	2.3	0.4	0.4	0.0	-6.0	-15.7	3.9
Cn1ccs/c1=N\C(=O)Nc1cccc(C(F)(F)F)c1	3.6	3.3	-2.8	0.1	0.3	-3.2	-15.0	38.2
COc1ccc(NC(=O)Nc2ccc3c(c2)C(=O)N([C@@H](C)CO)C[C@H](C)[C@H](CN(C)Cc2ccc(Cl)c(Cl)c2)OCCCC[C@@H](C)O3)cc1	-0.8	1.5	11.3	0.1	0.0	-3.1	29.2	-7.1
CCN1CCN(C(=O)C2COc3ccccc3O2)CC1 (centres undefined)	10.2	-1.1	8.7	2.1	0.2	-4.5	-11.1	9.5
C[C@H]1CCCCO[C@H](CN(C)C(=O)C2CCCCC2)[C@@H](C)CN([C@@H](C)CO)C(=O)c2cc(NC(=O)CCC(F)(F)F)ccc2O1	9.7	-3.0	.	-0.2	0.3	0.4	19.1	-17.1
COc1ccc2ccccc2c1CNCCN1CCOCC1	-2.1	-1.8	4.0	-1.0	0.1	-15.2	-6.5	7.0
NNC(=O)CNc1cccc(Cl)c1	.	-1.7	-1.9	5.2	-0.1	0.1	-8.9	-1.4
C[C@H]1CN([C@@H](C)CO)C(=O)c2cccc(NC(=O)NC3CCCCC3)c2O[C@H]1CN(C)S(C)(=O)=O	1.0	2.1	0.0	.	-0.2	0.5	-1.7	0.0
O=C(NC(Cc1ccccc1)C(=O)O)/C(=C\c1ccc(Cl)cc1)NC(=O)c1ccccc1 (centres undefined)	.	-2.3	8.1	.	0.0	12.2	-13.6	-7.8
COc1ccccc1NC(=O)C(C)OC(=O)CCCc1c[nH]c2ccccc12 (centres undefined)	.	1.6	5.4	-0.6	0.2	2.1	-11.2	5.5
O=C(CN1C(=O)NC(Cc2ccccc2)C1=O)Nc1ccc(F)c(Cl)c1 (centres undefined)	5.0	-0.3	1.2	18.4	0.2	-3.0	-7.7	-12.1
COc1ccccc1NC(=O)Nc1nc(C(N)CC(C)C)cs1 (centres undefined)	0.0	-3.3	-0.1	1.2	0.0	-1.4	-6.9	-6.9
COc1ccccc1-c1ccc2n(c1=O)C[C@@H]1[C@@H](CO)[C@H](C(=O)NCc3ccccn3)[C@H]2N1C	.	0.5	-11.3	0.1	-0.1	2.8	-9.4	1.0
C#CCOc1ccc(CNC[C@H]2O[C@@H](n3ccc(=O)[nH]c3=O)[C@H](O)[C@@H]2O)cc1	1.5	-1.5	11.1	0.0	-0.1	-1.7	-17.6	0.8
CCC(Oc1ccccc1OC)C(=O)Nc1ccc2c(c1)n(C)c(=O)n2C (centres undefined)	5.4	-0.7	-1.5	-0.4	0.0	-1.1	-24.0	-0.8
C/C=C/C(=O)N[C@@H]1c2ccccc2CC[C@@H]1OCc1ccccc1	11.4	-0.3	-4.5	.	-0.2	-2.8	1.9	-25.5
C[C@H](CO)N1C[C@H](C)[C@H](CN(C)Cc2ccccc2)Oc2ncc(-c3cncnc3)cc2C1=O	-3.2	0.3	-5.3	-0.4	-0.2	0.8	0.3	19.2
CCN(CC)CCCNC(=O)Cn1cnc2ccc(S(=O)(=O)N3CCC(C)CC3)cc2c1=O	.	0.1	-3.4	.	-0.1	-12.1	-18.5	-10.5
Cc1c(CC(=O)N2CCN(C(=O)C3COc4ccccc4O3)CC2)c(=O)oc2c(C)c(O)ccc12 (centres undefined)	-9.7	-1.4	1.3	0.7	0.0	0.8	4.3	-7.7
COc1ccc(NC(=O)COC(=O)C2CC2)c(OC)c1	-6.6	1.0	0.2	0.1	0.4	1.0	-9.2	.

Entries of single compounds as entered above. Order of screens: RAD54 inh, F508del corr, DENV2 CPE, E-sel inducer, XiGFP reactiv, Casp6 inh, RAD52 anneal inh, GSIS activator
Listed for COc1ccccc1NC(=O)Nc1nc(C(N)CC(C)C)cs1 (centres undefined) = 0.0, -3.3, -0.1, 1.2, 0.0, -1.4, -6.9, -6.9
Listed for CC(O)(C#CCN1CCCCCC1)c1ccccc1 (centres undefined) = ., 2.3, 0.4, 0.4, 0.0, -6.0, -15.7, 3.9
Listed for COc1ccccc1-c1ccc2n(c1=O)C[C@@H]1[C@@H](CO)[C@H](C(=O)NCc3ccccn3)[C@H]2N1C = ., 0.5, -11.3, 0.1, -0.1, 2.8, -9.4, 1.0

Later entries.
SMILES	RAD54 inh	F508del corr	DENV2 CPE	E-sel inducer	XiGFP reactiv	Casp6 inh	RAD52 anneal inh	GSIS activator
C[C@@H]1CN([C@@H](C)CO)C(=O)c2cc(C#CCN(C)C)cnc2O[C@@H]1CN(C)C(=O)c1cccc(F)c1	0.1	-1.7	-0.8	0.0	-0.6	0.3	2.2	8.1
CC(C)Cc1cc(C(=O)Nc2cc(Cl)ccc2Cl)no1	-3.1	-8.3	-8.3	0.1	-0.2	1.0	-13.1	.
O=C(Cc1ccc(F)cc1)Nc1cccc2cccnc12	4.5	.	.	-3.0	-0.1	.	.	0.3
Cc1nnc(SCC(=O)N2CCN(C(=O)c3ccco3)CC2)n1-c1ccccc1	.	-0.9	0.0	5.0	0.3	7.4	-5.5	20.6
CCC1CCCCN1CCCNC(=O)C1CCCN(c2nn3c(=O)cc(C)nc3s2)C1 (centres undefined)	.	-1.9	0.0	0.1	0.9	-4.9	-27.4	-0.3
O=C(C[C@H]1CC[C@H]2[C@@H](COC[C@@H](O)CN2Cc2ccc(F)cc2)O1)NCCc1ccccc1	-5.4	-0.5	2.6	0.1	0.2	-1.3	1.6	2.9
COc1ccc(S(=O)(=O)Nc2ccc3c(c2)C(=O)N([C@H](C)CO)C[C@H](C)[C@@H](CN(C)Cc2ccccc2)OCCCC[C@H](C)O3)cc1	-15.0	1.4	4.1	0.0	0.0	.	.	-11.0
Cc1ccc(C(=O)COC(=O)c2cccc(O)c2)s1	9.5	1.3	-5.9	0.2	0.1	0.1	2.7	-2.6
COc1cc(C(=O)Nc2nc3ccccc3[nH]2)ccc1OC(F)F	.	1.8	2.7	3.6	0.1	-2.9	-20.9	-33.5
CCCNC(=O)N1[C@@H](C#N)[C@H](c2ccccc2-c2ccccc2F)[C@@H]1CO	.	2.5	3.9	0.0	0.0	-1.1	-12.0	1.3
Cc1ccc(C(=O)N(CCN(C)C)CC2CCCN(Cc3ccccc3F)C2)cc1C (centres undefined)	4.1	0.3	13.3	.	0.0	-23.9	-2.2	3.2
CC(=O)Nc1cc2c(c(Cl)c1Cl)-c1ccccc1C2=O	19.1	3.7	?	0.1	0.1	0.4	-14.7	11.9
Cc1cc(OCC(=O)OC(C)C(=O)NC2CC2)c(C(C)C)cc1Cl (centres undefined)	0.4	0.6	7.1	-0.1	-0.1	0.5	-13.0	-38.6
CC1CCN(c2ncnc3c2cnn3-c2ccccc2)CC1	1.6	3.4	-3.5	0.0	0.0	2.7	-57.1	0.7
COc1ccc(N2CCN(C(=O)CCS(=O)(=O)c3ccc(OC)cc3)CC2)cc1	.	0.8	-9.5	.	0.3	-5.1	-11.6	1.8
CCn1c(O)c(N=NC(=O)CNc2cccc(C)c2)c2ccccc21	.	-0.5	-2.7	-2.1	0.0	5.7	-4.7	0.0
C[C@H](CO)N1C[C@H](C)[C@H](CN(C)C)Oc2ncc(C3=CCCC3)cc2C1=O	-0.2	2.9	-3.0	0.4	-1.1	-1.2	-2.6	15.1
COC(=O)[C@]12CCCCC=C1N(Cc1ccccc1)C(=O)[C@H](CC(=O)NCc1ccc(OC)c(OC)c1)C2	.	0.4	-9.9	-0.2	0.2	0.4	-10.9	-10.1
CC(C)(C)c1cc(Cl)c(O)c(NC(=S)NC(=O)c2cccnc2)c1	.	-0.4	-3.4	1.2	0.5	0.8	-7.5	6.5
CN(Cc1ccc(Cl)cc1)C(=O)COC(=O)c1ccc(-c2ccc(O)cc2)cc1	-14.5	2.9	?	4.4	0.3	-0.3	-9.6	-2.8
COc1ccccc1N1CC(C(=O)NC2CCCCCC2)CC1=O (centres undefined)	-5.5	-0.9	4.4	0.4	0.5	-3.6	-60.1	-12.5
COc1ccc(CN(C)C[C@H]2Oc3ccc(NC(=O)c4ccncc4)cc3C(=O)N([C@@H](C)CO)C[C@@H]2C)cc1	3.3	-1.4	-3.5	11.1	-0.1	2.6	-15.8	-5.2
COc1ccccc1NC(=O)N[C@@H]1CC[C@@H](CCn2cc(-c3ccccc3)nn2)O[C@@H]1CO	10.3	0.4	-5.8	-0.6	0.7	2.4	9.6	-1.0
O=C(NCc1cccc2ccsc12)c1cccs1	-4.2	-2.7	-7.1	1.8	0.8	1.7	-17.6	9.5
O=C(O)C1CC1(c1ccccc1)c1ccccc1 (centres undefined)	1.3	0.2	5.4	.	0.0	2.1	-11.8	11.9
COc1ccc2c3c([nH]c2c1)[C@@H](CO)N(C(C)=O)CC31CN(Cc2ccccc2Cl)C1	.	0.6	15.0	0.2	0.0	2.3	12.2	-1.6
O=C(C[C@H]1CC[C@@H]2[C@H](COC[C@H](O)CN2C(=O)c2ccc3c(c2)OCO3)O1)NCCN1CCCC1	.	-0.8	9.6	0.1	0.0	-3.2	-10.7	9.7
O=c1c2cnn(-c3ccccc3)c2ncn1Cc1cccc(Cl)c1	-7.7	1.0	-1.6	1.2	0.3	-0.4	-2.3	.
CO[C@@H](CN(C)Cc1cc(F)ccc1F)[C@H](C)CN([C@@H](C)CO)S(=O)(=O)c1ccc(C)cc1	-2.3	0.3	-0.5	0.0	0.1	3.5	-5.0	-8.7
CC(NC(=O)C(=O)NCCN1CCN(C(=O)c2ccccc2Br)CC1)c1ccccc1 (centres undefined)	-1.1	-1.1	-6.7	.	0.1	-0.4	-3.2	-3.6
CNC(=O)C(=O)NCC1OCCN1S(=O)(=O)c1ccc2c(c1)OCCO2 (centres undefined)	.	-2.0	-2.5	.	0.1	-4.4	-10.6	1.4
COc1cccc(S(=O)(=O)N[C@H]2C=C[C@H](CC(=O)NC3CCC3)O[C@H]2CO)c1	-2.7	-1.0	-5.2	0.1	-0.2	1.6	6.7	0.8
CCC1=C(OC(=O)N(CC)CC)N2C(=O)OC(=NCCOC)[C@]2(Cc2ccccc2)[C@H]2C1=CC[C@H]1C(=O)NC(=O)[C@H]12	-7.3	-4.6	?	0.1	0.0	-1.6	-9.1	-13.1
